# Screens deposited in PubChem by National Center for Advancing Translational Sciences (NCATS).
# Nrf2 activator – Nrf2 pathway activation; AREc32 ARE-luciferase reporter (MCF7-derived line), luminescence, 24 h; Potency, µM (top dose mostly 46.1 µM), for the others: at the highest dose activation, hits mostly activators; actives 0.31% (n = 410,000); AID 624171; further: potency means the concentration at half of the fitted maximal effect; % of control where 0% means no effect; nearly all actives have a fitted effect of over 65% in size
#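 AREc32_Fluc, 1000 cells/well, OPTI-MEM + 5% FBS, o/n 37 deg C 5% CO2; 23 nL cpd by pin tool, 24 hr; Steady-Glo 30 min RT, luminescence.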
# CCT chaperon mod – cytosolic chaperonin activity modulation; purified chaperonin ATPase assay, HTRF ADP detection, 30 min; activity change, % (no concentration beside the values), hits read low; actives 0.3% (n = 360,000); in the data active means activity change below about -30%; further: on the % scale 0 is the no-effect control and ±100 the full control effect
#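 Enzyme 40 or 20 nM (batch-dependent) in Tris pH 7.4/KCl/MgCl2/DTT; cpd 76 uM single point; ATP 10 uM; 30 min 37 °C; Transcreener ADP HTRF detection, 30 min RT; ratio 665/615.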
# HepG2 tox – HepG2 cytotoxicity, counter-screen for TGF-b inhibitors | HepG2 CAGA-GFP viability, ATP luminescence, 18 h | Potency, µM (series often up to 46.1 µM), for inactives: at the top dose activity change, negative = cytotoxicity, hits mostly cytotoxic | actives 0.76% (n = 410,000) | AID 588856; further: potency means the concentration at half of the fitted maximal effect; some results filed as inactive show a strong effect at the top dose
#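 CellTiter-Glo luminescence gave cytotoxicity after 18 hours at 37 degrees C. The cells were HepG2 CAGA-GFP in 1% FBS DMEM, stimulated with 500 pg/mL TGF-beta after compound addition. %Activity was normalised to no-cell wells (complete cell-killing) and DMSO (no toxicity), and curves were fitted and classified.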
# Abeta yeast res – restores growth of yeast expressing A-beta42 peptide; yeast expressing A-beta42, growth rescue, OD600, 48 h; response scale: 0% DMSO, 100% iron-clioquinol control; Potency, µM (top dose mostly 46.1 µM), inactives show at the top dose growth rescue, usual class: activators; actives 0.063% (n = 410,000); AID 1347071; further: potency means the concentration at half of the fitted maximal effect; nearly all actives have a fitted effect of over 55% in size
#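 Growth rescue measured by 600 nm absorbance after 48 h yeast culture at 30 C with compound. Values normalized between DMSO and an equimolar ferric chloride plus clioquinol control.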
# Akt phos inh – inhibitors of Akt phosphorylation | Neuro2A IGF-stimulated pAkt S473 HTRF, 20 min; stronger effect = lower value | activity change, % for hits at 50 µM | actives 0.32% (n = 360,000); in the data active means activity change below about -80%; inconclusive means mostly about -51% to -80%; further: on the % scale 0 is the no-effect control and ±100 the full control effect
#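 Single-point screen (50 µM final compound) in Neuro2A cells stimulated 20 min with 6 nM IGF at 37 deg C. After lysis, Ser473-phosphorylated Akt read by HTRF (ex 330 nm, em 615/665 nm) as the 665/615 ratio.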
# A549 tox – kills or reduces viability of A549 cells in Nrf2 counter-screen | AID 504648 | actives 0.16% (n = 390,000) | A549 ARE-Fluc cells, CellTiter-Fluor viability, 18-24 h | Potency, µM (top dose mostly 46 µM), inactives show top-dose activity change, negative = cytotoxicity, hits mostly inhibitors; further: potency means the concentration at half of the fitted maximal effect; on the % scale 0 is the no-effect control and ±100 the full control effect
#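 A549 ARE_Fluc cells in 5% FBS OPTI-MEM were exposed to compounds in concentration-response for 18-24 h at 37 deg C. Viability was read by CellTiter-Fluor fluorescence (Ex 405/Em 525) after 30 min, before the luciferase read.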
# Nrf2 inh – inhibitors of Nrf2 signaling; A549 ARE-Fluc reporter, luciferase luminescence, 18-24 h; Potency, µM (titrated, usually from 46 µM), without a hit: top-dose activity change, negative = inhibition, most hits filed as inhibitors; actives 2.1% (n = 360,000); further: potency means the concentration at half of the fitted maximal effect; on the % scale 0 is the no-effect control and ±100 the full control effect; nearly all actives have a fitted effect of over 60% in size
#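 Two sequential reads on A549 ARE_Fluc cells exposed to compound for 18-24 h: a CellTiter-Fluor fluorescence read for viability, then a luciferase luminescence read for Nrf2/ARE activity.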
# Mm-Cpn inhibitor – blocks the Methanococcus maripaludis chaperonin Mm-Cpn; purified Mm-Cpn ATPase, ADP Transcreener TR-FRET; AID 504842; Potency, µM (highest dose often 76.9 µM), for the others: at the top dose activity, negative = inhibition, usual class: inhibitors; actives 0.031% (n = 330,000); further: potency means the concentration at half of the fitted maximal effect; on the % scale 0 is the no-effect control and ±100 the full control effect; nearly all actives have a fitted effect of over 80% in size
#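 Purified archaeal chaperonin (25 nM final) was preincubated with compound for 10 min at 37°C, then ATP (10 uM final) was added for 30 min at 37°C in Tris pH 7.4/KCl/MgCl2/DTT buffer. ADP was quantified by HTRF Transcreener TR-FRET.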
# TGFb inhibitor – blocks TGF-b signaling. HepG2 CAGA-GFP TGF-b/SMAD3 reporter, GFP fluorescence, 18 h; TGF-beta stimulated, 500 pg/mL final. Potency, µM (doses to about 46.1 µM), for inactives: at the top dose activity, negative = inhibition, hits mostly inhibitors. actives 1.2% (n = 410,000); further: potency means the concentration at half of the fitted maximal effect; on the % scale 0 is the no-effect control and ±100 the full control effect; nearly all actives have a fitted effect of over 65% in size
#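 Inhibition of TGF-beta-driven CAGA-GFP reporter expression in HEPG2 cells is measured by cellular GFP fluorescence after 18 h stimulation with 500 pg/mL recombinant TGF-beta in 1% FBS medium at 37 degrees C.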
# An asterisk follows results filed as active; i = inactive; ? = inconclusive; . = no result given; [ ] = another dose, or the depositor's remark. Unless noted, the call rests on the fitted dose curve; in most records, active means well fitted curve in the direction sought with a large enough effect; inconclusive means small, poorly fitted or top-dose-only effect, or another doubt; inactive means no such curve, though single readings can be large; an effect the other way counts as inactive or inconclusive.
molecule	Akt phos inh	Nrf2 activator	Mm-Cpn inhibitor	Nrf2 inh	A549 tox	CCT chaperon mod	HepG2 tox	TGFb inhibitor	Abeta yeast res
COc1ccc(CNCc2cc(C)c(OC)cc2C)c(OC)c1	i	0.1%	-1%	3%	?	-0.5	-44%	-21%	10%
O=C(NCC(c1ccco1)N1CCCCC1)c1cccnc1 (stereo not drawn)	i	-0.9%	0%	10%	1%	0.7	-15%	-4%	-8%
CCN(N)C(=S)Nc1ccc(F)cc1	i	-0.3%	1%	10%	-5%	-1.1	-3%	-2%	-19%
Cc1nc2c(C(=O)N(C)Cc3ccccc3)c[nH]n2c(=O)c1Cc1ccc(Cl)cc1	.	1.0%	.	?	-23%	.	-31%	?	-8%
CCOCC(=O)Nc1c(C(=O)Nc2ccc3c(c2)OCCO3)oc2ccccc12	i	6.7%	-4%	?	-2%	2.1	-32%	10%	-9%
CN(C)CCCN(C(=O)COc1ccccc1)c1nc2cc3c(cc2s1)OCCO3	i	0.1%	-5%	0%	1%	-0.5	-41%	?	.
CCN(CC(=O)NCc1ccc(Cl)cc1)C(=O)CSCC(=O)Nc1ccc(C)cc1	i	6.5%	-1%	5%	-2%	-1.9	0%	-6%	12%
CC(=O)Nc1ccc(C(=O)COC(=O)c2cccs2)c(F)c1	i	4.4%	0%	3%	0%	-1.4	0%	19%	-17%
CC1CC1C(=O)Nc1nc(-c2ccccc2)cs1 (stereo not drawn)	i	3.0%	2%	-17%	2%	1.0	-45%	-2%	18%
CCc1cccc(C)c1Nc1c(-c2cccs2)nc2nc(C)cc(C)n12	.	2.6%	.	2%	-4%	.	-35%	-16%	10%
Cc1ccc(-c2nnn3c2nc(NC(C)C)c2ccccc23)cc1	i	-0.3%	-1%	4%	0%	-1.3	3%	9%	13%
COc1ccc(S(=O)(=O)N2CCCC2C(=O)Nc2nc3c(s2)CCCC3)cc1 (stereo not drawn)	i	-0.2%	-4%	.	-9%	-23	-6%	?	-5%[9.22 µM]
COC(=O)c1ccc(/C=C/C(=O)OCC(=O)NCc2cccs2)cc1	i	2.9%	-3%	?	1%	2.9	0%	1%	-17%
Cc1cccc(Oc2ncnc3onc(C)c23)c1C	i	-0.2%	0%	.	-22%	0.7	-6%	12%	17%
CNc1nc(SCc2ccccc2Cl)nc2c1CCCC2	i	5.5%	3%	?	?	-2.8	-40%	?	-94%[inhibitor]
COCCn1c(-c2ccc(SC)cc2)nc2c1c(=O)[nH]c(=O)n2CC(C)C	i	4.9%	-8%	-20%	-3%	-0.3	-15%	-7%	6%
CCCCn1c(N)c(N(CCC(C)C)C(=O)CCCc2nc3ccccc3s2)c(=O)[nH]c1=O	i	-0.5%	-21%	12%	0%	1.3	3%	7%	0%
COc1ccc(CCC(=O)NCc2cnn(C)c2)cc1	.	-0.5%	0%	.	-3%	-0.3	3%	-8%	-4%
O=C(N/N=C1\CC2CC=CC12)c1ccccc1Cl (stereo not drawn)	i	-0.6%	1%	-1%	-1%	-1.5	5%	33%[activator]	-17%
Cc1ccc(OCC(=O)N2CCc3ccccc3C2)c([N+](=O)[O-])n1	i	1.1%	0%	-5%	7%	0.8	-6%	3%	6%
Cc1ccc(-c2cc(C(=O)N/N=C/c3c(C)nn(C)c3C)c3ccccc3n2)cc1C	i	2.4%	1%	?	-28%	-0.3	-96%	?	4%
Cc1noc(NS(=O)(=O)c2ccc(NC(=O)c3cccc(S(=O)(=O)Nc4ccccc4F)c3)cc2)c1C	i	-1.5%	0%	5%	-1%	-6.1	19%	-9%	-3%
O=c1cc(-c2ccccc2Cl)oc2c([N+](=O)[O-])c(O)cc(O)c12	i	-2.8%	-4%	13µM*	?	-2.5	-6%	13µM*	20%
Cc1nc(NC(=O)CN2CCC(O)(c3ccc(F)cc3)CC2)sc1C	i	-0.6%	-3%	3%	-2%	-1.2	-24%	-15%	-17%
O=C(Cc1nnc(NC(=O)c2cccc([N+](=O)[O-])c2)s1)NCc1ccccc1	i	0.3%	0%	0%	3%	-28	-1%	?	3%
CC1(Cc2cc(Cl)ccc2C(F)(F)F)C(=O)Nc2c(Cl)cccc21 (stereo not drawn)	i	0.0%[9.22 µM]	.	.	.	0.5	-5%	-8%	9%
CNC(=S)N1CCC(n2cnc3ccccc32)CC1	i	-0.4%	0%	-5%	2%	0.5	19%	7%	-13%
CC(=O)c1ccc(N2CCN(CN3C(=O)CC4(CCCC4)C3=O)CC2)c(F)c1	i	-0.1%	-15%	-3%	0%	0.2	-2%	9%	8%
O=C(c1cc2ccccc2o1)N1CCN(S(=O)(=O)c2ccc(Cl)s2)CC1	i	1.9%	-10%	-16%	-7%	1.4	5%	0%	1%
COc1ccccc1OCCCSc1nc(-c2ccc(C(C)(C)C)cc2)nc2cc(=O)[nH]n12	.	-1.5%	.	13%	-1%	.	-114%	?	-1%
CC(C)(C)NC(=O)C(=O)NNC(=O)c1ccccc1	i	0.6%	-1%	?	1%	1.4	-19%	-10%	17%
CCN(CC)C(=O)c1ncn(Cc2ccccc2)c1C(=O)N(CC)CC	i	-1.3%	-2%	-1%	-5%	-0.4	1%	6%	8%
Cc1nc2c(O)cccc2cc1CO	i	-0.5%	-1%	1%	-5%	1.0	-23%	-23%	8%
Cc1cc(=O)c(C(=O)Nc2ccc(N3CCOCC3)cc2N2CCOCC2)nn1-c1ccccc1Cl	i	-0.7%	-1%	1%	-13%	-0.7	-20%	3%	-5%
Cc1ccc(CN2CCN(CC(=O)N/N=C/c3ccccc3F)CC2)cc1	i	5.1%	-3%	7%	8%	-3.0	-19%	-19%	10%
C=CCNC(=S)Nc1cccc2[nH]ncc12	i	0.2%	-3%	0%	1%	-32*	2%	-1%	-3%
COc1ccccc1NC(=O)CSc1nc(=O)n2cc(C)ccc2n1	i	-0.5%	-1%	-4%	-5%	1.0	6%	-3%	0%
CN1C(=O)C(CC(N)=O)N(NC(=O)c2ccc(Cl)cc2)C1=S (stereo not drawn)	i	-0.5%	1%	4%	1%	-0.4	-3%	10%	-12%
Cc1ccc(NS(=O)(=O)c2c(C)[nH]c(C)c2C(=O)N2CCCCC2)cc1F	i	-2.2%	1%	?	0%	1.7	-8%	-12%	?
N#CCC(=O)Nc1ccc(C(=O)N2CCN(c3ccccn3)CC2)cc1	i	0.2%	2%	1%	2%	-1.6	5%	5%	-13%
O=C(NCc1ccccc1)C1CCC(CNS(=O)(=O)c2cccs2)CC1 (stereo not drawn)	i	0.2%	-4%	-10%	-2%	-0.5	-17%	7%	-7%
Cc1cccc(N=Nc2c(C)nn(-c3ccccc3)c2N)c1C	i	2.5%[9.22 µM]	-2%	?	-1%	-0.4	-8%	-16%	0%
CCc1cccc(OCCOCCN2CCCC2)c1	i	0.4%	-1%	-9%	3%	0.7	0%	15%	-10%
COc1cc(NC(=O)C2CSC3(C)CCC(=O)N23)c(OC)cc1Cl (stereo not drawn)	i	0.0%	0%	4%	-10%	-1.3	8%	-1%	-20%
C[C@H](CO)N1C[C@H](C)[C@@H](CN(C)S(=O)(=O)c2cccs2)Oc2c(NC(=O)CCC(F)(F)F)cccc2C1=O	i	-0.7%	1%	-6%	0%	-2.0	-4%	12%	-22%
Cc1nc2c(=O)n(-c3ccc(F)c(Cl)c3)nc(C)c2s1	i	0.8%	-1%	5%	-1%	-3.6	24%	-1%	-1%
CCC[C@@H](CN1CCC[C@H]1CN1C(N)=NC[C@@H]1Cc1ccccc1)N1C[C@@H](Cc2ccccc2)N(CCCC2CCCC2)C1=N	i	-0.4%	0%	19%	-1%	-0.5	3%	-24%	-35%[inhibitor]
CCN(CC(=O)Nc1c(F)cccc1F)C(=O)c1cccn1C	i	-1.1%	.	.	.	-0.7	2%	2%	-4%

# Structures above with a CF3 group:
molecule	Akt phos inh	Nrf2 activator	Mm-Cpn inhibitor	Nrf2 inh	A549 tox	CCT chaperon mod	HepG2 tox	TGFb inhibitor	Abeta yeast res
CC1(Cc2cc(Cl)ccc2C(F)(F)F)C(=O)Nc2c(Cl)cccc21 (stereo not drawn)	i	0.0%[9.22 µM]	.	.	.	0.5	-5%	-8%	9%
C[C@H](CO)N1C[C@H](C)[C@@H](CN(C)S(=O)(=O)c2cccs2)Oc2c(NC(=O)CCC(F)(F)F)cccc2C1=O	i	-0.7%	1%	-6%	0%	-2.0	-4%	12%	-22%

# (more compounds)
molecule	Akt phos inh	Nrf2 activator	Mm-Cpn inhibitor	Nrf2 inh	A549 tox	CCT chaperon mod	HepG2 tox	TGFb inhibitor	Abeta yeast res
COc1ccc(-c2cc(=O)c3ccccc3s2)cc1	i	?	-5%	?	3%	-2.7	-39%	-21%	-10%
COc1ccccc1N(CC(=O)Nc1ccc2c(c1)OCO2)S(=O)(=O)c1ccccc1	i	0.4%	1%	0%	-9%	-2.7	0%	15%	19%
CCc1ccc(-n2nnnc2SCC(=O)NNC(=O)c2ccco2)cc1	i	0.2%	0%	6%	1%	-2.4	-1%	-12%	-5%
CCOc1ccc(N2C(=O)CSC2=S)cc1	i	-1.0%	-1%	2%	2%	2.0	-9%	-11%	-12%
Cn1c(NC(=O)c2ccc(Cl)cc2)cc(=O)n(C)c1=O	i	2.4%	0%	22%	0%	0.4	-15%	1%	-14%
